# Source: PubChem BioAssay
# TcdB inh = TcdB glycohydrolase inhibitors, primary screen, biochemical, single point, plate reader. Toxin B (Clostridioides difficile), P18177. TcdB glycohydrolase enzymatic assay. inhibition, % at 9.99 µM. hit rate 0.24% among 350,000; in the data active means inhibition above about 10%
# An asterisk follows results filed as active; & = joins results of further samples.
Compound	TcdB inh
C/C=C/c1ccc([C@@H]2[C@@H](CN(CC)C(C)=O)N(S(C)(=O)=O)[C@H]2CO)cc1	-0.3
Cc1ccc(-c2ccc([C@H]3[C@@H](CO)N4CCCCN(Cc5cncnc5)C[C@H]34)cc2)cc1	0.0
CCCN(C)C[C@@H]1Oc2ncc(/C=C/c3ccccc3)cc2C(=O)N([C@H](C)CO)C[C@@H]1C	-0.3
COc1ccc(NC(=O)N(C)C[C@H]2Oc3cc(C#CCN(C)C)ccc3S(=O)(=O)N([C@@H](C)CO)C[C@@H]2C)cc1	1.8
CC(=O)N(C)C[C@H]1Oc2cc(Br)ccc2S(=O)(=O)N([C@@H](C)CO)C[C@H]1C	0.0
C[C@@H]1CN([C@H](C)CO)C(=O)c2cc(NC(=O)C3CCCCC3)ccc2O[C@@H]1CN(C)C	0.2
CN1C(=O)c2cc(NC(=O)c3ccc(F)c(F)c3)ccc2OC[C@H]2O[C@@H](CC(=O)N[C@@H]3CCN(Cc4ccccc4)C3)CC[C@@H]21	0.8
CC(C)CC#Cc1ccc2c(c1)O[C@H](CN(C)C(=O)Cc1ccccn1)[C@@H](C)CN([C@@H](C)CO)S2(=O)=O	0.4
CN1CCN(C(=O)C[C@@H]2CC[C@H]3[C@@H](COC[C@H](O)CN3C(=O)c3ccccc3F)O2)CC1	-0.2
COc1ccccc1S(=O)(=O)N(C)C[C@H]1Oc2cc(/C=C/c3ccccc3)ccc2S(=O)(=O)N([C@H](C)CO)C[C@@H]1C	-9.7
COc1ccc(C#Cc2ccc3c(c2)[C@H]2[C@H](CCN2C(=O)C2CCC2)[C@H](CO)N3)cc1	0.8
CCCC#Cc1ccc2c(c1)O[C@@H](CN(C)C(=O)CN(C)C)[C@@H](C)CN([C@@H](C)CO)S2(=O)=O	1.5
CN(C)C(=O)c1cccc(-c2ccc([C@@H]3[C@@H](CO)N4C(=O)CN(C(=O)C5CCCCC5)C[C@H]34)cc2)c1	-0.7
COc1ccccc1NC(=O)N1CCCCN2[C@H](CO)[C@H](c3ccc(C#CC4CCCC4)cc3)[C@@H]2C1	-0.8
COc1ccccc1NC(=O)N1CCCCN2[C@H](CO)[C@H](c3ccc(-c4cccc(F)c4)cc3)[C@@H]2C1	-0.7
Cc1noc(C)c1NC(=O)Nc1ccc2c(c1)C(=O)N([C@@H](C)CO)C[C@H](C)[C@@H](CN(C)S(=O)(=O)c1ccc(Cl)cc1)OCCCC[C@@H](C)O2	0.5
C[C@@H]1CN([C@@H](C)CO)C(=O)c2cccc(NS(=O)(=O)c3cn(C)cn3)c2O[C@@H]1CN(C)C(=O)Nc1ccccc1	1.7
Cc1ccccc1S(=O)(=O)N1CC[C@@H]2[C@@H](CO)N(C)c3ccc(-c4ccccc4)cc3[C@@H]21	-1.5
COc1cccc(NC(=O)Nc2ccc3c(c2)C(=O)N(C)[C@@H]2CC[C@H](CC(=O)NCCc4ccccc4)O[C@H]2CO3)c1	0.0
C[C@@H]1CN([C@H](C)CO)C(=O)c2cc(NC(=O)CCC(F)(F)F)ccc2O[C@@H](C)CCCCO[C@H]1CN(C)C(=O)c1ccccc1	0.7
O=C(Cc1ccccc1)N[C@@H]1C=C[C@H](CC(=O)N2CCCCC2)O[C@@H]1CO	-0.6
C[C@H]1CCCCO[C@@H](CN(C)C(=O)C2CCCCC2)[C@@H](C)CN([C@@H](C)CO)C(=O)c2cc(NS(=O)(=O)c3cccs3)ccc2O1	-8.2
CCC(=O)N(C)C[C@H]1Oc2ncc(Br)cc2C(=O)N([C@@H](C)CO)C[C@@H]1C	0.5
COc1ccccc1C(=O)N1C[C@@H]2[C@H](c3ccccc31)[C@H](CO)N2C(=O)C1CC1	-0.7
O=C(NC1CCC1)[C@H]1[C@H](CO)[C@H]2Cn3c(cccc3=O)[C@H]2N1CC1CCOCC1	1.1
C/C=C/c1ccc([C@@H]2[C@H]3CN(C(=O)Nc4ccccc4F)CC(=O)N3[C@H]2CO)cc1	-0.2
C[C@@H](NC(=O)C[C@@H]1C=C[C@H](NC(=O)C2CCC2)[C@H](CO)O1)c1ccccc1	-0.2
C[C@@H]1CCCCO[C@@H](CN(C)Cc2ccccc2)[C@@H](C)CN([C@@H](C)CO)C(=O)c2cc(NC(=O)Nc3ccccc3)ccc2O1	1.4
C[C@@H]1CN([C@H](C)CO)C(=O)c2cc(NC(=O)C3CCCCC3)ccc2O[C@H]1CN(C)Cc1ccc(C(F)(F)F)cc1	0.0
COc1cccc(S(=O)(=O)N2CCCCN3[C@@H](CO)[C@@H](c4ccc(C#CC5CC5)cc4)[C@@H]3C2)c1	0.2
C[C@H](CO)N1C[C@H](C)[C@H](CN(C)S(=O)(=O)c2cn(C)cn2)OCc2ccccc2-c2ccccc2C1=O	-0.2
C[C@@H]1CN([C@@H](C)CO)C(=O)c2cc(NC(=O)CCCN(C)C)ccc2O[C@H]1CN(C)CC1CCCCC1	1.4
C/C=C/c1ccc([C@H]2[C@@H](CO)N(C(=O)c3cnccn3)C23CN(C(=O)C2CC2)C3)cc1	0.9
C[C@@H]1CN([C@@H](C)CO)C(=O)CCCn2cc(nn2)CO[C@@H]1CN(C)S(=O)(=O)c1ccc(F)cc1	0.6
C[C@@H]1CN([C@@H](C)CO)S(=O)(=O)c2ccc(C3=CCCCC3)cc2O[C@@H]1CN(C)C(=O)CN(C)C	-5.0
O=C(C[C@H]1CC[C@H]2[C@@H](COC[C@@H](O)CN2C(=O)Nc2cc(Cl)cc(Cl)c2)O1)NCC1CCCCC1	-0.6
C[C@@H](NC(=O)[C@@H]1[C@@H](CO)[C@@H]2Cn3c(cccc3=O)[C@@H]2N1CCC(F)(F)F)c1ccccc1	-0.2
COc1ccc(-c2cnc3c(c2)C(=O)N([C@@H](C)CO)C[C@@H](C)[C@@H](CN(C)C(=O)Cc2ccncc2)O3)cc1	1.3
CO[C@H]1CN(C)C(=O)c2ccc(NC(=O)Nc3c(C)noc3C)cc2OC[C@H](C)N(CCC(F)(F)F)C[C@H]1C	-11
O=C(C[C@@H]1CC[C@H]2[C@@H](COC[C@H](O)CN2Cc2nccs2)O1)NCc1ccccc1	0.0
C[C@@H]1CN([C@H](C)CO)C(=O)c2cc(NC(=O)Nc3cccc4ccccc34)ccc2O[C@H]1CN(C)C(=O)Nc1ccc(C(F)(F)F)cc1	-1.0
CCCNC(=O)Nc1ccc2c(c1)C(=O)N(C)C[C@H](OC)[C@@H](C)CN(C(=O)C1CC1)[C@@H](C)CO2	0.7
C[C@H]1CN([C@@H](C)CO)C(=O)c2cc(NC(=O)Cn3cnnn3)ccc2O[C@H]1CN(C)Cc1ccccc1	-1.2
C[C@H](CO)N1C[C@H](C)[C@H](CN(C)CC2CCCCC2)Oc2ccc(NS(=O)(=O)c3cn(C)cn3)cc2C1=O	2.1
C[C@@H]1CN([C@H](C)CO)C(=O)Cc2cc(NC(=O)Cc3ccccc3)ccc2O[C@H]1CN(C)S(=O)(=O)c1ccc(F)cc1	0.2
C[C@H](CO)N1C[C@H](C)[C@H](CN(C)C(=O)Cc2cccnc2)Oc2ncc(C#CC3(O)CCCC3)cc2C1=O	0.0
C[C@H](CO)N1C[C@H](C)[C@@H](CN(C)Cc2ccc(C(=O)Nc3ccccc3N)cc2)Oc2c(NS(=O)(=O)c3cccs3)cccc2C1=O	0.9
N#Cc1cccc(-c2ccc(C3[C@H]4CNC[C@@H]3N4S(=O)(=O)c3ccccc3)cc2)c1 (stereo partly specified)	-2.1&0.3
COCC(=O)N1CCCCN2[C@@H](CO)[C@H](c3ccc(-c4ccc(C)cc4)cc3)[C@@H]2C1	-0.1
O=C(NCc1ccc(F)cc1)[C@@H]1N[C@@H]2c3ccc(-c4ccccc4)c(=O)n3C[C@@H]2[C@H]1CO	0.0

# The results go on.
Compound	TcdB inh
COc1ccccc1-c1ccc2n(c1=O)C[C@@H]1[C@@H](CO)[C@H](C(=O)Nc3nccs3)N(C)[C@H]21	-1.3
O=C(Nc1cccc(Cl)c1)N[C@H]1CC[C@H](CCNC(=O)C2CCC2)O[C@H]1CO	-5.3
O=C(Nc1ccc2c(c1)OCO2)N[C@H]1C=C[C@H](CC(=O)N2CCN(c3ccccc3)CC2)O[C@@H]1CO	0.8
C[C@@H]1CCCCO[C@H](CN(C)C(=O)CCCN(C)C)[C@H](C)CN([C@H](C)CO)C(=O)c2cc(NC(=O)Nc3cccc4ccccc34)ccc2O1	3.0
C[C@@H]1CN([C@H](C)CO)C(=O)c2cccc(NC(=O)Nc3ccc(C(F)(F)F)cc3)c2O[C@H]1CN(C)Cc1ccccc1	-1.9
C[C@@H]1CN([C@@H](C)CO)C(=O)c2cc(NC(=O)Cc3ccccc3)ccc2O[C@@H](C)CCCCO[C@@H]1CN(C)Cc1ccc(C(=O)O)cc1	-1.3
C[C@@H]1CN([C@@H](C)CO)S(=O)(=O)c2ccc(C#CCN(C)C)cc2O[C@H]1CN(C)Cc1ccc(F)cc1	-0.5
O=C(Nc1cccc(F)c1)N1CC(=O)N2[C@H](C1)[C@H](c1ccc(-c3ccccc3F)cc1)[C@@H]2CO	-0.1
CCNC(=O)C[C@@H]1CC[C@H]2[C@H](COc3ccc(NC(=O)Nc4ccc(Cl)cc4)cc3C(=O)N2C)O1	0.4
CC=Cc1ccc2n(c1=O)C[C@H]1[C@H](CO)[C@@H](C(=O)NCC)[C@@H]2N1Cc1cccc(Cl)c1 (mixture of isomers)	0.1
C[C@H](CO)N1C[C@H](C)[C@H](CN(C)C(=O)Nc2ccccc2)Oc2ccc(NC(=O)CCC(F)(F)F)cc2CC1=O	0.2
O=C(Nc1ccc(Cl)c(Cl)c1)N[C@@H]1CC[C@H](CCn2cc(C3CCCC3)nn2)O[C@H]1CO	-0.5
O=C(c1ccccn1)N1CC[C@H]2[C@H](CO)Nc3ccc(Br)cc3[C@H]21	0.6
CC(=O)N1[C@H](CO)[C@H](c2ccc(C3=CCCC3)cc2)C12CN(C(=O)C1CC1)C2	0.1
C[C@H]1CN([C@@H](C)CO)C(=O)c2cccc(NS(=O)(=O)c3ccccc3)c2O[C@H]1CN(C)Cc1ccc(C(F)(F)F)cc1	-0.5
CC=Cc1ccc2n(c1=O)C[C@H]1[C@H](CO)[C@@H](C(=O)NCc3ccc(F)cc3)[C@@H]2N1S(C)(=O)=O (mixture of isomers)	0.0
CO[C@@H]1CN(C)C(=O)c2ccc(NC(=O)NC(C)C)cc2OC[C@@H](C)N(Cc2ccc(-c3ccccn3)cc2)C[C@@H]1C	0.3
O=C(C[C@H]1CC[C@@H](NC(=O)C2CCOCC2)[C@@H](CO)O1)NCC1CC1	1.4
CC(C)NC(=O)N(C)C[C@@H]1OCCCC[C@@H](C)Oc2ccc(NS(=O)(=O)c3ccc(Cl)cc3)cc2C(=O)N([C@@H](C)CO)C[C@H]1C	1.4
C[C@H](CO)N1C[C@H](C)[C@H](CN(C)C)Oc2c(NC(=O)Nc3ccc(F)cc3)cccc2C1=O	1.2
Cc1noc(C)c1NC(=O)Nc1ccc2c(c1)C(=O)N([C@H](C)CO)C[C@@H](C)[C@@H](CN(C)Cc1ccncc1)OCCCC[C@H](C)O2	-1.4
Cc1ccccc1-c1ccc([C@@H]2[C@@H](CO)N3CCCCN(C(=O)Nc4cccc(F)c4)C[C@H]23)cc1	-0.4
C[C@@H]1CN([C@@H](C)CO)C(=O)c2cc(C3=CCCC3)cnc2O[C@@H]1CN(C)C(=O)c1cccnc1	0.4
CN(C)CC(=O)N[C@@H]1CC[C@H](CCNC(=O)C2CCCCC2)O[C@@H]1CO	0.4
C[C@@H]1CN([C@@H](C)CO)S(=O)(=O)c2ccc(-c3cccc(F)c3)cc2O[C@@H]1CN(C)S(=O)(=O)c1ccc(F)cc1	0.7
C[C@@H]1CN([C@H](C)CO)C(=O)c2cc(NC(=O)CCCN(C)C)ccc2O[C@@H](C)CCCCO[C@H]1CN(C)S(=O)(=O)c1cn(C)cn1	-1.1
O=C(C[C@@H]1C=C[C@@H](NC(=O)CCN2CCCCC2)[C@H](CO)O1)NCc1ccc(Cl)c(Cl)c1	-0.5
C[C@H](CO)N1C[C@H](C)[C@H](CN(C)Cc2ccc(Oc3ccccc3)cc2)Oc2c(NC(=O)Nc3ccccc3)cccc2C1=O	0.2
COc1ccc(NC(=O)N(C)C[C@@H]2Oc3c(NC(=O)c4nc5ccccc5s4)cccc3C(=O)N([C@H](C)CO)C[C@H]2C)cc1	0.6
CCCNC(=O)[C@@H]1[C@@H](CO)[C@@H]2Cn3c(ccc(C4=CCCC4)c3=O)[C@@H]2N1CCC(F)(F)F	-0.1

# An excerpt, so the mix of outcomes need not match the whole.
